Source: PubChem
FadD28 FP inh – blocks FadD28 binding to the bisubstrate probe; inhibition, % at 12.5 µM; hit rate 0.22% among 360,000; fluorescence polarization; in the data active = inhibition above about 8.5%, passing the limit was not always enough; inconclusive = no clear call, values can overlap the other calls
BoNT F protease – inhibitors of Botulinum neurotoxin F light chain protease | AID 588497 | inhibition, % at 10 µM | Multiplex microsphere protease cleavage assay, flow cytometry | hit rate 0.22% among 360,000; in the data active = inhibition above about 35%, passing the limit was not always enough; inconclusive = no clear call, values can overlap the other calls; note: plate controls were buffer without enzyme for full effect and enzyme alone for no effect
CCHFV vOTU inh – blocks the CCHF virus ovarian tumor domain protease | hit rate 0.55% among 370,000 | inhibition, % at 11.5 µM | CCHFV vOTU protease, Pep-AMC fluorescence | AID 651958; note: 0% = vehicle wells with enzyme and 100% = no enzyme wells
MazF activator – MazEF (E. coli) toxin RNase activation | FAM/BHQ RNA-DNA oligo cleavage fluorescence, 5 h | hit rate 0.32% among 350,000 | activation, % at 20 µM | AID 504720; in the data active = activation above about 50%
Target sequence (P0AE70 whole entry, looked up): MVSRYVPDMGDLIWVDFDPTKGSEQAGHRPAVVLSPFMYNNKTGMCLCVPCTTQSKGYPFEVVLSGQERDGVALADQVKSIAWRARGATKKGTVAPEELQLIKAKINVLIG
Mtb UGM inh – inhibitors of M. tuberculosis UDP-galactopyranose mutase | purified UGM, fluorescence polarization probe displacement | hit rate 0.06% among 320,000 | inhibition, % at 10 µM | P9WIQ1; in the data active = inhibition above about 10%, passing the limit was not always enough; inconclusive = no clear call, values can overlap the other calls
VHR inh abs – inhibitors of human VHR1 phosphatase (DUSP3) | P51452 | recombinant VHR phosphatase, pNPP absorbance | inhibition, % at 13.3 µM | hit rate 0.52% among 290,000; in the data active = inhibition above about 50%; note: some compounds called inactive have numbers as strong as hits
Target sequence (P51452 whole entry, looked up): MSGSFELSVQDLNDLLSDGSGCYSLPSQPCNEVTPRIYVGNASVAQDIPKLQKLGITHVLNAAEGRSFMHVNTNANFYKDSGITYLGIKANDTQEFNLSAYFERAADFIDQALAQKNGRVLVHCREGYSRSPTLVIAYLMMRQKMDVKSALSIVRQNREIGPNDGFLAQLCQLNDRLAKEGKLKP
Rv3671c protease – Rv3671c (M. tuberculosis) protease inhibition; inhibition, % at 5.96 µM; hit rate 0.048% among 320,000; in the data active = inhibition above about 38%;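 note: extracellular domain of Rv3671c used as enzyme; 0% = enzyme with DMSO and 100% = no enzyme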
Target sequence (P9WHR9 whole entry, looked up, the tested form may be a part): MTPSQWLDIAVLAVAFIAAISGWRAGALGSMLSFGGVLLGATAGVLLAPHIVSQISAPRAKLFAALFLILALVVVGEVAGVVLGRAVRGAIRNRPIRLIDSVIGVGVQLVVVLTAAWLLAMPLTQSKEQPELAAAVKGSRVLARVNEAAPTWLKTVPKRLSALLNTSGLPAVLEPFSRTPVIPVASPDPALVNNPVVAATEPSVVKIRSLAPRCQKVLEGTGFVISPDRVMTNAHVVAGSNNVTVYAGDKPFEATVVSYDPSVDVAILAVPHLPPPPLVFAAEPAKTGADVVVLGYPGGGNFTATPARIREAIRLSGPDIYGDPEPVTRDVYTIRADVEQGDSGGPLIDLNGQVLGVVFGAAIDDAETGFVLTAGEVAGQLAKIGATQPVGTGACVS
BioA inh – blocks M. tuberculosis BioA enzyme activity; purified M. tuberculosis BioA enzyme, plate reader; hit rate 0.096% among 360,000; inhibition, % at 9.99 µM; in the data active = inhibition above about 40%; inconclusive = no clear call, values can overlap the other calls
GDH-TPI inh – counter-screen for M. tuberculosis FBA inhibitors: GDH-TPI coupled enzymes. GDH-TPI coupled enzyme counterscreen, NADH absorbance. AID 588335. hit rate 1.2% among 360,000. inhibition, % at 4.8 µM;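 note: 0% = DMSO wells and 100% = wells lacking the enzyme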
FBA Mtb inh – Mtb fructose-bisphosphate aldolase inhibition. P9WQA3. purified M. tuberculosis FBA, fluorescence read-out. inhibition, % at 1 µM. hit rate 2.3% among 360,000. AID 588726; in the data active = inhibition above about 27%;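 note: 0% = vehicle and 100% = reference inhibitor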
Active calls of the source: *; ? = inconclusive; nt = no result given. Cut-off read from the data, not from the text of the source, unless noted: active = inhibition above about 30%; inactive = the rest.

SMILES	FadD28 FP inh	BoNT F protease	CCHFV vOTU inh	MazF activator	Mtb UGM inh	VHR inh abs	Rv3671c protease	BioA inh	GDH-TPI inh	FBA Mtb inh
CCCc1nc(N2CCCC2)c(C#N)c2c1CCCC2	-1.6	-5	-6	-4	2.7	25	-4	2.4	9	4
O=c1[nH]c(C2CCN(S(=O)(=O)c3ccc(C(F)(F)F)cc3)CC2)nc2c1nnn2Cc1ccccc1	-2.7	-15	8	-19	-0.2	26	6	1.1	-1	0
O=c1[nH]c(=O)n(CCc2ccc(F)cc2)c(O)c1C=NCCCn1ccnc1	-1.8	7	3	-16	-0.7	-1	1	-1.8	6	-1
CC(NC(=O)CCCCCCN1C(=O)c2ccccc2C1=O)c1ccc2c(c1)CCCC2 (stereo not drawn)	-1.6	2	-9	1	2.7	-6	-15	nt	-5	-1
C[C@@]12C(=O)N(CC3CCCO3)CC(=O)N1[C@H]1c3cc(Cl)ccc3OC[C@@H]1[C@@H]2c1ccccc1 (stereo partly drawn)	-1.9	1	4	5	-0.6	nt	0	-2.1	-6	1
CSc1ccc(NC(=O)Nc2cccn(Cc3ccccc3F)c2=O)cc1	1.4	-2	-4	10	-0.3	30	0	nt	4	2
Cc1ccc(S(=O)(=O)Nc2nccs2)cc1[N+](=O)[O-]	-0.4	1	15	-10	-2.0	11	-9	nt	1	-2
CN1CCN(S(=O)(=O)c2ccc(N(C)Cc3cccc(F)c3)nc2)CC1	nt	1	-2	2	0.7	nt	-8	1.3	3	7
COc1ccc(CCN2CC(O)=C(c3nc4ccccc4c(=O)[nH]3)C2=N)cc1OC	-1.6	18	-2	9	-2.3	17	1	2.2	12	3
Cc1cc(C)c2nc(N(CCCN(C)C)C(=O)c3ccc(S(=O)(=O)N4CCCCCC4)cc3)sc2c1	-4.6	-4	22	5	-2.6	nt	6	-0.9	6	3
O=C(Cc1ccc(NC(=O)C2CCN(C(=O)C3CCC3)CC2)cc1)Nc1cccc(C(=O)N2CCCCC2)c1	1.2	-7	-4	-5	nt	nt	nt	-0.1	-2	5
C=CCn1c(SCc2ccc(Cl)c(Cl)c2)nnc1C(CO)NC(=O)c1ccc(OC)cc1 (stereo not drawn)	-2.5	-2	8	5	-0.3	-2	-9	nt	2	-1
CCS(=O)(=O)N1CCCC(C(=O)NCCCN2CCCC2=O)C1 (stereo not drawn)	-1.4	1	1	2	-0.6	-11	-9	-3.1	-2	0
O=C1CC(N2CCN(Cc3ccc4c(c3)OCO4)CC2)C(=O)N1Cc1ccc(N2CCCC2=O)cc1 (stereo not drawn)	0.2	4	7	6	-2.4	26	6	-1.9	3	-4
COc1ccc2c(c1)CCC1C2=NN(/C(C)=C\C(C)=O)C1c1ccc(F)cc1 (stereo not drawn)	-4.5	?	-8	5	-5.2	2	-11	nt	-7	0
COCCOC(=O)N/C=C\c1nc2ccccc2c(=O)[nH]1	-0.8	1	-13	1	-0.4	1	4	nt	10	1
COc1ccc(C(=O)N/N=C/c2ccc(OC(=O)c3cccc4ccccc34)c([N+](=O)[O-])c2)cc1	-3.5	-5	0	5	-5.1	12	-87	nt	19	-3
Cc1ccc(S(=O)(=O)/N=C(/Nc2ccc([N+](=O)[O-])cc2[N+](=O)[O-])c2ccccc2)cc1	-0.7	-3	10	0	0.6	nt	0	nt	19	-4
N#Cc1sc2nc3c(c(-c4cccnc4)c2c1N)CCC3	0.1	-4	-5	-3	-0.6	5	2	0.3	9	0
Cc1onc(-c2c(F)cccc2Cl)c1C(=O)NC1CCSC1=O (stereo not drawn)	-1.0	nt	4	0	-0.7	6	5	-0.1	7	2
Cc1cc(C)n(-c2nc(SCC(=O)O)c3c4c(sc3n2)COC(C)(C)C4)n1	-4.1	-10	9	4	2.2	29	7	nt	9	2
COc1ccc(CCNC(=O)C2CCN(S(=O)(=O)c3ccc(OC)c(OC)c3)CC2)cc1	-3.0	10	-4	3	2.5	-14	5	2.2	-9	0
O=C(CN1CCN(C(=O)c2cccc(S(=O)(=O)N3CCCC3)c2)CC1)Nc1cccc(F)c1	-1.6	nt	-8	5	nt	nt	nt	5.6	-6	0
Cc1nn(C)c(C)c1CNC(=O)Nc1ccc(Cl)cc1	-0.1	-7	11	6	-1.9	-20	5	-2.0	10	-2
Cc1ccc(S(=O)(=O)NC[C@H]2O[C@@H](n3cnc4c(N)ncnc43)[C@H](O)[C@@H]2O)cc1	-1.2	1	-4	nt	nt	nt	nt	0.9	nt	-1
Cc1ccc(C)c(Nc2nc3ccccc3[nH]2)c1	-1.7	-3	6	8	nt	nt	nt	0.6	10	1
COc1ccc(-c2cc(C(=O)Nc3ccc(C)c(N)c3)c3ccccc3n2)cc1	-2.5	?	-6	-17	-1.5	14	-5	0.2	15	2
N#CC(c1ccccc1O)N1N=C(c2ccccc2)CC1c1ccccc1 (stereo not drawn)	-1.1	-4	3	4	1.4	8	6	-0.4	18	3
COc1cc(C(=O)NC2CCN(Cc3nnnn3Cc3cccs3)CC2)cc(OC)c1OC	-4.3	1	3	-1	-2.2	28	0	5.1	-5	-4
CCCN(CC1CC1)S(=O)(=O)c1ccc(-n2cnnn2)c(OC)c1	-1.1	-20	3	-14	-1.1	-64	3	-3.8	0	0
CC[C@H](C)[C@@H]1NC(=O)c2cc([N+](=O)[O-])cc(F)c2NCCCC[C@@H](C(N)=O)NC(=O)[C@H](CC(N)=O)NC1=O	-2.3	-1	2	3	0.5	1	-4	-1.5	3	-3
CCCC(=O)Nc1nc2ccc(NC(=O)c3c(F)c(F)c(OC)c(F)c3F)cc2s1	-2.1	-10	1	9	-0.7	23	-39	1.3	-3	-2
C[C@H]1CN(S(=O)C(C)(C)C)[C@H](CCO)/C1=C\CCO (stereo partly drawn)	-3.2	-5	6	8	nt	nt	nt	-1.5	-4	0
N#Cc1c(/N=C/N2CCCC2)oc(-c2ccccc2)c1-c1ccccc1	-3.1	0	4	4	0.7	-13	0	0.1	26	1
CC(=O)Nc1ccc(-c2ccnc3c2CC(C(=O)NCCc2ccccc2)O3)cc1 (stereo not drawn)	-1.3	3	2	nt	nt	nt	nt	0.7	1	9
CCOC(=O)C(Cc1ccccc1)c1ccnc2ncnn12 (stereo not drawn)	-1.4	0	13	-4	5.9	40	0	nt	2	-2
Cc1cc(Cn2nc(C(=O)NCC3CC3)cc2-c2ccccc2)on1	-2.7	5	-4	7	1.7	nt	-2	0.3	8	-3
CCNC(=O)COC(=O)CCNC(=O)c1cccc(C)c1	0.5	-2	-1	1	-0.3	17	-1	-1.4	-2	-2
Cc1ccc(S(=O)(=O)CCOC(=O)CNC(=O)OCc2ccccc2)cc1	-2.2	-3	-17	6	nt	nt	nt	-0.8	-2	-3
CCOC(=O)/C(C#N)=C1/C=CN(c2ccc(C)cc2)C=N1	-3.5	1	11	-3	-0.4	8	-6	-0.9	43*	-6
O=C(COc1ccc2c3c(c(=O)oc2c1)CCC3)Nc1ccc(CCO)cc1	-1.5	6	14	23	-1.7	48	-5	-1.6	10	9
Cc1cnc([N+](=O)[O-])n1CCOC(=O)NC(=O)c1ccc(F)cc1	-3.1	1	3	-8	-2.4	26	6	nt	-1	4
Cc1c(C(=O)N2CCC3(CC2)CC(=O)c2ccccc2O3)cccc1[N+](=O)[O-]	-1.1	-5	-11	2	2.1	nt	2	21	1	3
Cc1cc(C)n2nc(SCC(=O)N/N=C/c3ccccc3F)nc2n1	-0.5	0	-6	9	2.1	-1	1	1.3	-4	1
CC1(C)CC(=O)C(Sc2ccccc2[N+](=O)[O-])=C(O)C1	-4.6	3	-14	-2	nt	-17	1	0.7	4	-3
O=C(CCSc1ccc(Cl)cc1)N1CCN(S(=O)(=O)c2ccccc2)CC1	-1.2	2	4	5	0.2	nt	-2	7.9	6	1
CCCC1=NN(C(=O)C(=O)Nc2ccc(Br)cc2)C(O)(C(F)(F)F)C1 (stereo not drawn)	-2.6	-8	12	1	-1.4	-14	-8	nt	-6	-1
Cc1ccc(F)c(CNC(=O)C2CCC(=O)N(CCN3CCOCC3)C2)c1F (stereo not drawn)	0.3	10	3	5	-1.1	14	-2	-0.2	5	4
COC(=O)CCC(=O)Nc1cccc(Br)c1	-1.0	-7	0	2	-1.6	-8	-8	0.4	1	-4
CSc1ccc(CN(C)CC(=O)Nc2cccc(Br)c2)cc1	-3.3	-8	0	-1	0.7	-2	1	0.6	2	-2
CC1CCCC(C)N1/N=C/c1ccccc1C(=O)O (stereo not drawn)	0.3	6	5	11	0.8	10	6	nt	1	3
COc1ccc(NC(=O)CN(C)C(=O)c2ccc(C)c(S(=O)(=O)N3CCCCC3)c2)cc1	0.9	-9	3	4	nt	nt	nt	-1.3	3	-1
COc1cccc(NC(=O)CN(C)C(=O)c2ccc(NS(=O)(=O)c3ccc(F)cc3)cc2)c1	6.7	1	-3	6	2.3	nt	0	0.2	-8	0
O=C(Nn1c(C2CCCCC2)nc2ccccc2c1=O)c1ccc([N+](=O)[O-])cc1	-1.6	-1	2	-2	-3.9	5	-7	nt	8	1
CCn1cc(C(=O)OCC(=O)N2C(C)CCCC2C)c(=O)c2ccc(C)nc21 (stereo not drawn)	0.2	-3	-3	0	0.1	13	11	2.1	6	1
O=C(Cc1ccc(NC(=O)C2CCCN(C(=O)C3CC3)C2)cc1)Nc1ccc(C(=O)N2CCOCC2)cc1 (stereo not drawn)	-3.8	-6	-4	7	nt	nt	nt	-1.4	9	-2
CN1CCN(c2ccc(CNS(=O)(=O)c3ccsc3)cc2)CC1	-3.6	-11	-3	-3	-1.2	25	6	-0.5	1	2
